Source: PubChem
TRPV1 ag = HTS Assay for Compounds that Act as Agonists of the Vanilloid Receptor 1; activation, % at 8.33 µM; TRPV1-expressing cells, Fluo-8 calcium influx, agonist mode; Transient receptor potential cation channel subfamily V member 1 (Homo sapiens), Q8NER1; 320,000 tested, 0.19% active; in the data active = activation above about 80%; inconclusive = between about 30% and that limit; note: 0% is about no effect
Target sequence (Q8NER1 whole entry, looked up): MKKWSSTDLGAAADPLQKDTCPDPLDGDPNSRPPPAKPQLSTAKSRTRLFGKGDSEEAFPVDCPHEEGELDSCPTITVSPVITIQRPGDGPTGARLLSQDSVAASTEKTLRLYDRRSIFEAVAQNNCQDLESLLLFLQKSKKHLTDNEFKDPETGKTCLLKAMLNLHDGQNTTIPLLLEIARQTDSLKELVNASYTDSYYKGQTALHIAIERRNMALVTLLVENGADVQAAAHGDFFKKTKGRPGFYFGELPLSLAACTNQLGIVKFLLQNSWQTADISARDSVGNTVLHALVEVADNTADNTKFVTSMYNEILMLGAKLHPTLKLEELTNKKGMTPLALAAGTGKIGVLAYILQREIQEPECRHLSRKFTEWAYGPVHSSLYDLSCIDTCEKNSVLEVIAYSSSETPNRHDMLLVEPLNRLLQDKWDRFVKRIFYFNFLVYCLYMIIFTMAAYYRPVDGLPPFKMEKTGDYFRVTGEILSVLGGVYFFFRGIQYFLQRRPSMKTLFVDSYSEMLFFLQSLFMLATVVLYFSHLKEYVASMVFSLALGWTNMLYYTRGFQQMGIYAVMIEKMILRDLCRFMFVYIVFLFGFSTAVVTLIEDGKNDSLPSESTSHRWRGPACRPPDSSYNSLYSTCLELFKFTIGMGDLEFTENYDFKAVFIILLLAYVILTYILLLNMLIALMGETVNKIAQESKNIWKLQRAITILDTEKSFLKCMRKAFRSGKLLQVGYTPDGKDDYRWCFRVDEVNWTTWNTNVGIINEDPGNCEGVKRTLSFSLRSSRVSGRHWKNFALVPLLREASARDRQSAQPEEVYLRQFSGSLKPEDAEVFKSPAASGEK
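Cells expressing TRPV1 were dye-loaded with Fluo-8 and read kinetically: 10 s baseline, 3 min after compound (agonist portion), then 2 min after EC20 capsaicin (allosteric enhancer portion). Calcium-bound dye fluorescence at 480/520 nm.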
TSHR antag = Antagonists of the Thyroid Stimulating Hormone Receptor: HTS campaign; activity change, negative = inhibition, % at 11.5 µM; Thyrotropin receptor (Homo sapiens), P16473; TSHR-expressing cells, TSH-stimulated cAMP HTRF, 2 h; hits give low values; AID 504810, 2011; 330,000 tested, 0.2% active;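 active = activity change below a set negative limit, meaning inhibition stronger than a set level, cut at about -70% in these data; inconclusive = activity change between two set negative limits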; note: % is set by controls: 0 for no effect and ±100 for the full control effect
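Read-out is FRET at 665 nm (cryptate excitation 337 nm) from a cryptate-tagged anti-cAMP antibody, competed by cell cAMP against cAMP-d2. Compounds are tested on freshly harvested TSHR cells challenged with 4nM TSH (EC80) for 2 hours at 37 deg C.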
hERG WT inh = qHTS for Inhibitors of KCHN2 3.1: Wildtype qHTS. Voltage-gated inwardly rectifying potassium channel KCNH2 (Homo sapiens), Q12809. U2OS, BacMam KCNH2, thallium flux FluxOr; hits give low values. activity change, % at 1.84 µM. 340,000 tested, 0.37% active;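 active = maximum activity change below -70%; inconclusive = maximum activity change between -70% and -50%; inactive = maximum activity change above -50%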; note: % is set by controls: 0 for no effect and ±100 for the full control effect
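U2OS cells were transduced with wild-type KCNH2 virus (2.03 x 10^8 / mL) for 4 h at room temperature, then cultured overnight at 37 C. Thallium flux was read with FluxOr dye. Rate constants were normalized to DMSO controls.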
AT treatment = qHTS Assay for Identifying a Potential Treatment of Ataxia-Telangiectasia | […] A-T fibroblasts, KAP-1 phosphorylation AlphaLISA; neocarzinostatin DNA damage 30 min before lysis | Potency, µM (doses to about 57.5 µM), for the others: at the highest dose activation, actives largely listed as activators | 320,000 tested, 0.19% active | AID 485349, 2010; note: potency is the fitted concentration of half-maximal effect; % of control where 0% means no effect; nearly all actives have a fitted effect of over 45% in size
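hTERT-immortalized A-T patient fibroblasts ([…]), 500 cells/well in OPTI-MEM, 1% FBS, got compounds for 60 min, then NCS for 30 min at 37C. Lysates were then assayed for phospho-KAP-1 by AlphaLISA (anti-pKAP1 donor, anti-KAP1 acceptor beads), 6 hr at 25C.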
TCR activator = Activators of T cell receptors: qHTS campaign. AID 504894, 2011. primary human leukocytes, anti-CD3, IL-2 HTRF, 48 h. 330,000 tested, under 10 active. Potency, µM (top dose mostly 9.22 µM), for inactives: top-dose activation of IL-2 secretion, most hits filed as activators; note: % of control where 0% means no effect
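1) Mix primary human leukocytes, a-CD3 beads and compound. 2) Incubate 48 hr. 3) Add HTRF IL-2 reagents (a-IL-2-K, a-IL-2-d2).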
Mito fusion act = qHTS Assay for Small Molecule Inhibitors of Mitochondrial Division or Activators of Mitochondrial Fusion; S. cerevisiae fusion-defective mutant growth rescue, CellTiterGlo 48 h; Potency, µM (titrated, usually from 46.1 µM), for inactives: at the highest dose growth rescue (activation), actives largely listed as activators; 320,000 tested, 0.23% active; AID 485298, 2010;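 note: potency is the fitted concentration of half-maximal effect; % of control where 0% means no effect; nearly all actives have a fitted effect of over 45% in size; temperature-sensitive fusion mutants such as fzo1-1 at 37 °C on non-fermentable ethanol glycerol medium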
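S. cerevisiae fusion-defective temperature-sensitive mutants (e.g. fzo1-1, mgm1-5) grown 48 h at 37C in YPEG (ethanol/glycerol non-fermentable) medium with 23 nl compound per well; growth rescue read as CellTiterGlo luminescence.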
KCNH2 3.1 inh = qHTS for Inhibitors of KCHN2 3.1: Mutant qHTS; activity change, % (tested at about 1.8 µM); Potassium voltage-gated channel subfamily H member 2, brain isoform KCNH2 3.1 (human); U2OS KCNH2 3.1, thallium flux FluxOr; hits give low values; 340,000 tested, 0.95% active;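 active = maximum activity change below -70%; inconclusive = maximum activity change from -70% to -50%; inactive = maximum activity change above -50%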;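 note: thallium influx rate constant from kinetic fluorescence after stimulation buffer; % is set by controls: 0 for no effect and ±100 for the full control effect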
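Kinetic fluorescence (2 min after stimulation buffer) measures Tl+ influx through KCNH2 3.1 expressed by viral transduction in U2OS cells; the rate constant is normalized against DMSO controls serving as positive and negative references.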
ELG1 DNA repair = qHTS screen for small molecules that inhibit ELG1-dependent DNA repair in human embryonic kidney (HEK293T) cells expressing luciferase-tagged ELG1; HEK293T ELG1-luciferase reporter, luminescence, 16 h; DNA damage induced by 5-fluorouridine; Potency, µM (highest dose often 46.1 µM), inactives show top-dose activity change, negative = inhibition, usual class: inhibitors; 330,000 tested, 2.3% active; AID 504467, 2011; note: potency is the fitted concentration of half-maximal effect; % is set by controls: 0 for no effect and ±100 for the full control effect; nearly all actives have a fitted effect of over 55% in size
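DMSO vehicle served as the neutral condition. Each well held 2,000 cells given 5-fluorouridine plus compound; after 16 hr at 37 °C/5% CO2, ONE-Glo was added and luciferase measured 30 min later.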
Eya2 inh = qHTS Assay for Inhibitors of the Phosphatase Activity of Eya2; Protein phosphatase EYA2 (Homo sapiens), O00167; recombinant Eya2, OMFP fluorescence dephosphorylation (OMFP is methylfluorescein phosphate); Potency, µM (top dose mostly 76.9 µM), for inactives: top-dose activity, negative = inhibition, actives largely listed as inhibitors; 330,000 tested, 0.006% active; AID 488837, 2010; note: potency is the fitted concentration of half-maximal effect; % is set by controls: 0 for no effect and ±100 for the full control effect
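Eya2 (0.2 uM) preincubated 10 min at ambient with compound, then OMFP substrate added at 50 uM; 10 min reaction in 50 mM HEPES pH 7.5, 50 mM NaCl, 5 uM MgCl2, 0.05% BSA, 1 mM DTT. Fluorescence read at Ex 485/Em 525 nm.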
USP2a block = qHTS Assay for Inhibitors of Ubiquitin-specific Protease USP2a Using CHOP2 as the Reporter. Ubiquitin carboxyl-terminal hydrolase 2 (Homo sapiens), O75604. USP2 core, Ub-CHOP2 coupled fluorogenic reporter, 485/531. Potency, µM (doses to about 38.3 µM), for inactives: at the top dose activity change, negative = inhibition, hits mostly inhibitors. 330,000 tested, 0.01% active. AID 463254, 2010;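 note: potency is the fitted concentration of half-maximal effect; plate controls were DMSO wells for no effect and full inhibition by NEM control for full effect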
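Deubiquitinase activity read as fluorescence (485/531 nm) after Ub-CHOP2 cleavage activates the enterokinase reporter on its substrate; USP2 core 10nM, Ub-CHOP2 and substrate 25nM each, 30min compound preincubation then 60min RT; data normalized to NEM, curves fitted.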
Active calls of the source: *; ? = inconclusive; / = not tested or not shown; [ ] = dose if it differs, or a comment. Unless noted, calls come from the whole dose curve; as a rule, active = well fitted curve in the direction sought with a large enough effect; inconclusive = small, poorly fitted or top-dose-only effect, or another doubt; inactive = no such curve, though single readings can be large; an effect the other way counts as inactive or inconclusive. Only part of the results is shown; rates above refer to the full screens.

SMILES	TRPV1 ag	TSHR antag	hERG WT inh	AT treatment	TCR activator	Mito fusion act	KCNH2 3.1 inh	ELG1 DNA repair	Eya2 inh	USP2a block
Cc1sc2nc(CN3CCOCC3)nc(N3CCN(S(=O)(=O)c4ccccc4)CC3)c2c1C	11.0	-32.6	-21.5	5.0%	2.9%	-0.2%	3.7	?	11.0%	-1.3%
Cc1cc(Cl)ccc1OCC(=O)N[C@@H](Cc1ccccc1)c1nc2ccccc2[nH]1	-1.1	-2.0	-3.4	-1.7%	1.9%[46.1 µM]	-5.6%	-0.8	25.2%	2.2%	3.2%
CCCCCCCN1N=C(C)C(C(=O)c2ccccc2)C1=O (configuration not stated)	1.8	-10.5	-15.9	-0.9%	-0.3%	16.1%	1.4	9.2%	-28.5%	-1.2%
CCN1C(=O)[C@H]2[C@@H](c3ccc(-c4ccc(Cl)c(Cl)c4)cc3)N[C@@](C)(C(=O)OC)[C@H]2C1=O	-5.3	-23.3	-0.2	10.0%	2.8%	15.0%	5.1	?	-15.3%	-0.3%
CCN(Cc1ccccc1)S(=O)(=O)c1c(C(=O)N2CCCC2)c(C)n(C)c1C	-0.4	-4.9	-11.0	-7.1%	-7.3%	3.7%	-3.9	-0.8%	5.1%	0.1%
COc1cccc(NC(=S)N2CCN(Cc3ccccc3)CC2)c1	2.5	7.9	-2.0	-1.2%	-3.3%[46.1 µM]	-2.7%	8.3	0.0%	-0.4%	1.4%
CS(=O)(=O)N(CC(=O)Nc1ccccc1)Cc1ccc(Cl)cc1	-6.3	-1.4	4.4	/	-11.7%	1.5%	-40.6	-21.8%	6.1%	-0.6%
COc1cc(NC(=O)c2ccc(COc3ccccc3Br)o2)cc(OC)c1OC	2.4	1.2	2.3	7.6%	2.6%	?	11.0	?	-8.1%	1.5%
CC1CCC(NC(=O)CCNC(=O)c2ccccc2)CC1 (configuration not stated)	0.3	-0.1	9.8	0.0%	0.1%	-3.7%	-19.4	-0.2%	-1.4%	-1.2%
CC1CCCC(C)N1C(=O)COC(=O)CCC(=O)c1cccs1 (configuration not stated)	/	-9.6	5.1	2.1%	1.4%	/	12.3	13.3%	0.9%	1.2%
Fc1ccc(N2CCN(/C=C/c3nnnn3-c3ccccc3)CC2)cc1	-4.8	22.2	0.0	11.0%	-15.6%[46.1 µM]	-1.8%	4.2	13.4%	-10.6%	-0.1%
COc1ccccc1N(CC(=O)N1CCCC1)S(=O)(=O)c1ccc(C)cc1	3.6	-1.4	-15.5	-1.0%	4.3%	-2.9%	2.4	1.1%	-0.5%	-1.8%
Cc1ccc2nc(Nc3ccc4[nH]c(=O)[nH]c4c3)c(-n3nc(C)cc3C)nc2c1	-2.1	16.3	10.5	-8.4%	5.9%	23.1%	-5.4	?	-1.6%	0.3%
Cc1ccccc1N1CCN(C2CCCN(C(=O)c3cc[n+]([O-])cc3)C2)CC1 (configuration not stated)	1.5	-4.5	13.3	3.2%	0.0%	-1.6%	-2.5	17.2%	6.8%	0.5%
CC1(C)CC(=O)C(C=NCCN2CCN(CCc3ccccc3)CC2)=C(O)C1	-1.3	12.9	10.6	6.1%	-3.0%[46.1 µM]	-5.1%	2.0	-23.4%	0.5%	-0.7%
COc1ccccc1NS(=O)(=O)c1cc(NC(=O)CNC(=O)c2cc(C)cc(C)c2)ccc1C	6.0	-18.5	-2.4	-8.0%	-4.5%[46.1 µM]	-1.3%	-6.9	?	4.3%	-7.0%
OC(CNCCc1ccc(Cl)cc1)COc1cc(Cl)ccc1Cl (configuration not stated)	-4.1	3.2	40.7	4.4%	1.6%	-90.8%[inhibitor]	-28.1	10.1%	-9.7%	1.0%
COC(=O)c1c(NC(=S)Nc2ccc(F)cc2[N+](=O)[O-])sc2c1CCCCC2	0.6	26.4	2.0	2.1%	-1.0%[46.1 µM]	14.5%	2.1	17.9%	0.6%	0.5%
CCCN1C(=O)C(=O)c2cc(C)ccc21	/	1.5	-6.4	-4.9%	7.1%	/	-7.1	?	8.7%	4.1%
Cc1nnc(SCC(=O)N(CC(C)C)c2c(N)n(CC(C)C)c(=O)[nH]c2=O)n1-c1ccccc1	-2.8	6.8	-5.5	2.0%	2.9%	0.2%	3.9	-12.8%	9.2%	-1.8%
O=C(CSC1=NS(=O)(=O)c2ccccc21)Nc1ccccc1	2.7	16.1	36.2	1.8%	-7.5%	-1.7%	-0.6	2.9%	0.6%	-5.8%
COc1ccc(N2CCN(CCCNC(=O)Nc3ccccc3)CC2)cc1	1.2	9.5	39.0	-2.9%	-2.4%	-1.7%	-23.6	?	-2.4%	-0.6%
Cc1[nH]c2ccccc2c1Cc1nnc(SCC(N)=O)o1	3.5	0.0	-14.9	1.1%	5.6%	0.1%	12.2	-0.7%	-0.2%	0.7%
Cc1oc2cc(OCC(=O)O)ccc2c(=O)c1Oc1ccccc1	3.5	8.7	1.5	-3.3%	0.0%	-1.2%	-13.6	-5.5%	-3.8%	3.0%
CCOC(=O)Nc1ccc(C(N)=O)cc1	-1.2	-2.5	2.7	/	-2.9%	-1.5%	-1.3	?	-11.0%	1.7%
CCCC(=O)Nc1ccc(NC(=O)c2ccccc2)nc1	-0.2	0.2	-2.6	-4.2%	4.1%	-1.9%	-21.9	?	9.5%	-11.9%
CS(=O)(=O)c1cnc2c(-c3ccsc3)cnn2c1N	-3.5	-16.6	-1.2	-2.9%	-2.7%	-3.5%	1.2	?	-1.6%	-0.3%
O=C1CC(N2CCN(c3cccc(C(F)(F)F)c3)CC2)C(=O)N1c1ccccc1F (configuration not stated)	5.6	-7.3	3.6	11.6%	5.2%	-10.9%	18.6	-6.5%	4.9%	3.0%
CCC(Sc1nc(-c2ccccc2)c(C#N)c(=O)[nH]1)C(=O)Nc1cc(C)on1 (configuration not stated)	-2.0	3.9	0.1	4.0%	-2.4%	-0.9%	-70.7*	5.8%	-1.7%	2.9%
O=c1[nH]c([N+](=O)[O-])nn1C(c1ccccc1)c1ccccc1	4.9	1.2	-2.3	3.3%	-13.1%	-10.8%	-6.7	0.0%	-0.9%	5.4%
c1ccc(-c2nnc(-c3ccccn3)c(-c3ccccn3)n2)nc1	-8.0	-2.1	-0.8	-7.9%	0.1%	-7.0%	-7.9	2.4%	-17.9%	-0.6%
COc1ccccc1NC(=O)N1CCN(C(=O)c2ccco2)CC1	2.2	-6.8	-6.8	20.1%	7.6%	-1.6%	5.2	0.5%	6.9%	0.6%
Cc1occc1C(=O)NC(C)C1CCCO1 (configuration not stated)	0.3	3.9	0.3	-1.4%	4.0%	-6.2%	1.2	0.0%	14.8%	-0.6%
O=C(CN1CCN(C(=O)c2ccco2)CC1)Nc1cc(Cl)ccc1Cl	0.7	-3.8	5.9	5.4%	1.7%	3.0%	0.8	?	-0.7%	-4.6%
O=C(CSc1nncs1)Nc1ccc(S(=O)(=O)N2CCCC2)cc1	5.5	2.8	-1.9	-0.8%	8.5%	-1.9%	1.5	-18.2%	-6.2%	1.0%
O=C(c1ccccc1)c1ccc(N2CCOCC2)c(F)c1	29.4	1.9	-4.8	4.4%	1.1%	0.9%	?	?	-3.7%	-1.8%
O=C(NCCCCNC(=O)c1cccs1)c1cccs1	1.6	-2.8	0.7	-1.3%	-4.5%[46.1 µM]	-18.2%	-10.6	-4.8%	-3.5%	2.8%
O=C(COc1ccc(Br)cc1)N1CCNC1=O	-2.1	-1.2	12.7	3.7%	-1.4%	4.3%	-4.5	?	-4.2%	-1.7%
Cc1onc(-c2ccccc2)c1C(=O)N1CCN(S(=O)(=O)c2ccccc2Br)CC1	4.7	-9.6	-2.0	-0.1%	-4.6%	7.0%	-0.5	?	1.9%	1.1%
NS(=O)(=O)c1ccc(CCNC(=O)CSc2ccccc2)cc1	-1.2	-7.2	3.8	8.1%	-10.2%	1.6%	8.3	-3.8%	4.2%	0.9%
Cc1ccc(C(=O)N(CCCN(C)C)c2nc3ccc(Cl)cc3s2)cc1C	-4.9	18.4	22.5	0.4%	10.0%	-16.3%	0.8	-4.9%	-6.4%	-7.4%
